# TRPN1 ag – zebrafish TRPN1 channel agonists, primary screen, cell-based, HEK293, calcium fluorescence. activation, % at 3 µM. HEK293 zebrafish TRPN1-YFP, Fluo-8 calcium fluorescence; 100% = response to 87 µM carbachol. transient receptor potential cation channel N1 (TRPN1/NompC), Danio rerio. AID 1424, 2008. 220,000 compounds, 0.18% hits;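 active means activation above its plate's cutoff, the mean activation of test wells on that plate plus 3 SD, cut at about 19% in these data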;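 further: 0% = DMSO alone and 100% = 87 µM carbachol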
#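 Material – zebrafish TRPN1-YFP in HEK293 cells · Doses – 3 µM single point · Schedule – dye 1 h 37 °C plus 30 min RT · Signal – Fluo-8 calcium fluorescence, excitation 470-495 nm, emission 515-575 nm · Read-out – % activation versus carbachol response · Control set – carbachol high, DMSO low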
# S1P4 ag – S1P4 receptor agonists, primary screen, cell-based; Sphingosine 1-phosphate receptor 4 (Homo sapiens), O95977; S1P4-expressing cell line, agonist reporter assay; activation, % at 4.98 µM; 220,000 compounds, 0.35% hits; AID 1509, 2009; in the data active means activation above about 11%;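 further: 0% = DMSO vehicle and 100% = reference agonist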
# Target sequence (O95977 whole entry, looked up): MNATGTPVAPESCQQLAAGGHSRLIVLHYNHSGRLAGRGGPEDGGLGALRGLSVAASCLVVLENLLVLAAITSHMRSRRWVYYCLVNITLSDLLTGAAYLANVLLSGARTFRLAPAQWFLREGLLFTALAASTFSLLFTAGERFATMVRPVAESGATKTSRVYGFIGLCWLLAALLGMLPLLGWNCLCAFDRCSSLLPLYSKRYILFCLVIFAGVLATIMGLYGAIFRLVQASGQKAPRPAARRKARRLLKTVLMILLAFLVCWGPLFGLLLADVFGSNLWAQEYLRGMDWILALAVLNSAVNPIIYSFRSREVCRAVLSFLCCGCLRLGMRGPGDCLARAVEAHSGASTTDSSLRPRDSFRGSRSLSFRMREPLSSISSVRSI
# m-calpain inh – inhibitors of pig calpain II, primary screen, biochemical, fluorogenic peptide substrate, 1536-well | AID 1236, 2008 | purified calpain II, 30 min | 220,000 compounds, 0.37% hits | inhibition, % at 16 µM;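 active means inhibition above about 50%, limit read from the data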
# TRPML3 agonist – human TRPML3 channel agonists, primary screen, cell-based, HEK293 TRPML3-YFP, Fluo-8 calcium fluorescence, 3 µM. Mucolipin-3 (Homo sapiens), Q8TDD5. 100% = the carbachol control signal. activation, % at 3 µM. 220,000 compounds, 0.29% hits. AID 1448, 2008;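 active means activation above its plate's cutoff, the mean activation of the plate's test wells plus 3 SD, cut at about 12% in these data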;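 further: 0% = DMSO only wells and 100% = carbachol wells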
#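 system = HEK293 cells stably carrying human TRPML3-YFP | doses = one concentration, 3 µM nominal, 0.3% DMSO | timing = dye loading 1 h 37 °C then 30 min ambient, 125 s read | detection = Fluo-8 calcium dye fluorescence, ex 470-495, em 515-575 nm | benchmarks = high control carbachol 87 µM, low control DMSO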
# PERK inh – block of dimerizer-induced PERK translation repression, primary screen, PERK inhibitor project, CHO PERK-DD cells, SEAP luminescence, HTS; inhibition, % at 5.6 µM; AID 1416, 2008; 220,000 compounds, 0.17% hits; Eukaryotic translation initiation factor 2-alpha kinase 3 (Homo sapiens), Q9NZJ5; CHO PERK-DD fusion, SEAP luminescence translation reporter;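 active means inhibition above the mean inhibition of all tested compounds plus 3 SD, set separately per screening campaign, cut at about 2.9% in these data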;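 further: PERK kinase domain activated by AP20187 dimerizer at 100 nM; 0% = DMSO with dimerizer and 100% = rapamycin at 8.4 µM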
# S1P4 antagonist – S1P4 receptor antagonists, primary screen, cell-based; S1P4-expressing cells, antagonist mode, reporter read-out; inhibition, % at 4.98 µM; AID 1510, 2009; 220,000 compounds, 0.26% hits; in the data active means inhibition above about 29%;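 further: 0% = wells stimulated with agonist and 100% = vehicle wells without agonist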
# Ba/F3 V617F tox – reduced viability of JAK2V617F-dependent Ba/F3 cells, primary screen, JAK2V617F inhibitor project, cell-based, Ba/F3 EpoR-JAK2V617F, luminescence. AID 1446, 2008. inhibition, % at 5.6 µM. 220,000 compounds, 1.1% hits. ATP luminescence;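 active means inhibition above the campaign mean plus 3 SD over all tested compounds, cut at about 24% in these data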;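 further: cytokine-independent growth of Ba/F3 cells driven by EpoR plus mutant JAK2; 0% = DMSO-treated cells and 100% = JAK inhibitor I control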
# BaF3 parental – parental Ba/F3 cell viability inhibition, counter-screen for JAK2V617F inhibitor project, murine pro-B, CellTiter-Glo luminescence; 220,000 compounds, 1.1% hits; CellTiter-Glo ATP luminescence; inhibition, % at 5.6 µM; AID 1486, 2009;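 active means inhibition above a per-campaign cutoff, the mean inhibition of all tested compounds plus 3 SD, cut at about 27% in these data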;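 further: 0% = DMSO wells and 100% = JAK Inhibitor I control wells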
# EP2 mod – EP2 receptor modulators, cAMP readout, primary screen, cell-based, HTRF cAMP, PGE2 stimulation. Prostaglandin E2 receptor EP2 subtype (Homo sapiens), P43116. EP2-expressing cells, cAMP HTRF FRET, PGE2 co-stimulation. induction, % at 25 µM. 260,000 compounds, 0.83% hits;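 active means compounds whose cAMP rise, as percent of the full-agonist control response, exceeds 60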;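 further: rat C6 glioma line stably carrying human EP2 under a CMV promoter; the protocol text gives 20 µM as final concentration; 100% = response of wells given 1 µM PGE2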
# Target sequence (P43116 whole entry, looked up): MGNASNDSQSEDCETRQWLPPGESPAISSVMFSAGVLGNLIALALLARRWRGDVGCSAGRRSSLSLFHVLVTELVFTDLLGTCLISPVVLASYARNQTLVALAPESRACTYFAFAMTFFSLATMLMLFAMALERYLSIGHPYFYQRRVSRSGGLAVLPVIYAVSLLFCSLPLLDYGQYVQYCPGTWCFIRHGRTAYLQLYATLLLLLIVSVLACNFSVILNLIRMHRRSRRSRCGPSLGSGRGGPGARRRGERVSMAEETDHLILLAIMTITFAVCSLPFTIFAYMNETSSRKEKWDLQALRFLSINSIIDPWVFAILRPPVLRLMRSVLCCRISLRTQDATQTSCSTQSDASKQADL
# * marks the source's active call; other numbers are inactive results; x = not tested or not shown.
# Below each SMILES – TRPN1 ag	S1P4 ag	m-calpain inh	TRPML3 agonist	PERK inh	S1P4 antagonist	Ba/F3 V617F tox	BaF3 parental	EP2 mod
Cc1ccc(CN(C(=O)c2cc(=O)c3cc(Cl)c(C)cc3o2)C2CCS(=O)(=O)C2)cc1 (configuration not stated)
→ 0.3	-1.1	15	-0.5	-1.1	0	6	8	35
Cc1cc(/C=C2/SC(=O)N(CC(=O)N3CCCC3)C2=O)ccc1N1CCOCC1
→ 1.1	-1.2	-29	0.9	1.5	-9	-2	0	1
N#CC1=C(N)Oc2n[nH]c(-c3ccccn3)c2C1c1c(F)cccc1Cl (configuration not stated)
→ -0.3	-1.0	-5	-0.2	-0.8	-8	-6	-1	14
COC(=O)NNC(=O)C(C)Oc1ccc(Cl)cc1Cl (configuration not stated)
→ -0.1	0.9	-3	0.7	0.0	7	4	7	14
CN1CCN(c2ccc(NC(=O)c3ccc(Cl)cc3)cn2)CC1
→ 0.1	0.7	10	1.4	1.1	-1	1	4	-20
Brc1ccc(CSc2ccc3nnc(-c4cccnc4)n3n2)cc1
→ 0.6	3.0	44	0.7	1.2	-15	0	0	5
CC(C)N1CCC(=NNC(=O)c2ccccc2[N+](=O)[O-])CC1
→ -0.6	-0.1	-7	-0.1	0.4	-19	0	7	9
Nc1cc(Cl)ccc1N1CCCC1
→ -0.2	-0.8	-7	0.2	0.3	-12	42*	55*	1
COc1cccc(OC)c1OCCCCCc1c(C)n[nH]c1C
→ 2.5	4.6	6	0.4	0.0	-6	-3	2	-6
CC(C)c1nnc(NC(=O)c2c(O)c3cccc4c3n(c2=O)CCC4)s1
→ 1.6	-1.3	-149	0.6	0.8	1	-5	1	29
Cc1cc(C)nc(SC(C(=O)O)c2ccccc2)n1 (configuration not stated)
→ -0.6	0.2	7	0.9	0.5	-3	22	10	0
COc1ccc(/C(C)=N/NC(=O)CCC(=O)Nc2ccc(Cl)cc2Cl)c(OC)c1
→ 0.9	1.0	7	0.4	0.0	-4	2	2	0
COc1ccc(N2C(=O)[C@H]3[C@@H](C2=O)C2c4ccccc4C=NN2[C@H]3C(=O)C(C)(C)C)cc1 (some centres not stated)
→ -0.2	-1.0	12	0.2	-1.0	6	-2	5	2
O=C(CSc1ccccc1C(=O)NCc1ccccc1)NC1CCCCCCC1
→ -2.0	0.4	27	-0.8	-0.4	-5	6	9	27
Cc1cc(C(=O)CSc2nc3ccccc3c(=O)n2C)c(C)n1CC1CCCO1 (configuration not stated)
→ 10	196*	-48	4.4	-0.3	-29	59*	69*	-77
CC(=O)CC(C)=NCCN=C(C)CC(C)=O
→ 2.0	2.3	9	1.1	1.3	4	-4	-1	30
CC(=O)c1cccc(Nc2nc(=O)c3cccnc3s2)c1
→ -0.1	-0.1	0	0.0	-1.9	-2	6	9	8
Cc1c(Cl)cn2c(=O)cc(CN3CCN(c4ccc(F)cc4)CC3)nc2c1Cl
→ 0.9	0.4	-10	1.1	0.1	-2	-1	2	8
Cc1cc(C)c(NC(=O)Nc2ccccc2)c(Cl)c1
→ 1.2	0.7	-6	0.3	-0.3	-17	-2	3	4
O=S(=O)(NCc1cn2ccsc2n1)c1ccc(Oc2ccccc2)cc1
→ 8.9	-0.6	1	3.2	-0.2	-1	8	18	-11
Clc1cc(Cl)c2nc(N3CCCCC3)sc2c1
→ 0.5	0.5	-9	0.9	-1.2	-12	-3	7	32
CCC(=O)NCCc1cc2ccc(C)cc2[nH]c1=O
→ -0.7	1.2	-6	1.0	3.3*	-8	-2	4	13
COc1ccc(N2C(=O)c3ccccc3C2=O)cc1
→ -0.2	1.6	-11	-0.1	1.8	-21	-5	2	15
CC(=O)Nc1cccc(NC(=O)CCCC(=O)O)c1
→ 0.6	-1.0	-7	0.8	1.7	12	-2	-1	32
CNc1nc(CC(C)=O)ns1
→ 1.1	2.4	9	0.5	0.7	-8	0	4	9
O=C(OCc1cccc2ccccc12)C1CC(=O)N(c2ccccc2)C1 (configuration not stated)
→ 2.2	1.0	17	0.9	1.3	-2	-3	-1	-48
Cc1ccccc1NC(=O)c1c(C)nn(-c2ccccc2)c1Cl
→ -0.2	-1.2	1	-0.2	0.1	-1	-2	3	2
Cc1nc(-c2ccccc2)nc(Cl)c1Cl
→ 0.0	0.6	-28	0.4	-0.1	-5	0	1	13
CCC(C)NCCCOc1ccc(Cl)cc1C(C)(C)C (configuration not stated)
→ 1.9	0.3	34	0.3	-0.3	-7	2	6	10
CC1CCc2sc3ncnc(N4CCOCC4)c3c2C1 (configuration not stated)
→ -0.6	0.9	-4	-0.2	-1.5	-9	-3	3	20
Cc1nnc(NC(=O)CSc2nnc(Cc3cccn3C)n2-c2ccccc2)s1
→ -0.4	0.0	30	-0.1	0.1	13	3	11	16
CC(C)c1ccc(N2C=Nc3ccc(C(C)C)cc3C2)cc1
→ 0.1	-2.3	5	-0.4	-2.4	22	1	-4	-25
CN1CCc2cc3c(c4c2[C@H]1[C@H](O)c1ccccc1-4)OCO3
→ -0.4	1.9	-35	0.3	-0.6	13	65*	65*	13
CC1(C)CC(=O)c2cc(C(=O)N3CCCC(C)(C)C3)c(=O)n(-c3ccccc3)c2C1
→ -0.8	2.0	-31	1.1	-0.1	4	-4	1	13
COc1ccc(/C=C/C(=O)Nc2cc(S(=O)(=O)N3CCOCC3)ccc2N2CCCC2)cc1OC
→ 1.2	0.9	-39	0.2	-0.1	-19	-2	1	10
Clc1cccc(Cl)c1CSc1nnc(-c2sccc2-n2cccc2)o1
→ 0.5	-0.5	-3	0.9	-0.7	-5	-4	-1	-4
Cc1ccc2nc(NC(=O)Cc3cccs3)sc2c1
→ -0.1	-2.1	9	0.4	-0.9	-5	5	8	0
O=[N+]([O-])c1ccc(N2CCN(S(=O)(=O)c3ccccc3[N+](=O)[O-])CC2)cc1NCc1cccnc1
→ 1.0	-1.0	-78	-0.1	-1.2	10	-1	2	3
O=C(OCc1nnc(-c2ccc(Cl)cc2)o1)c1ccc(O)cc1
→ 0.3	1.8	-30	0.7	1.4	-3	4	4	-67
CCOC(=O)c1[nH]ncc1CN1CCCC(C(=O)c2cccc(OC(C)C)c2)C1 (configuration not stated)
→ 0.6	0.2	11	0.1	0.9	1	2	0	-14
CCOC(=O)c1c(NC(=O)c2cc(C(C)C)on2)sc(C(C)=O)c1C
→ 0.9	-0.8	-205	0.9	-0.6	8	2	7	10
CCN(CC)S(=O)(=O)c1ccc(N2CCOCC2)c(NC(=O)C(=O)c2c(-c3ccccc3)cc3ccccn23)c1
→ -0.9	-2.9	-55	0.3	-0.2	3	-4	3	31
O=C(COC(=O)CCCNC(=O)c1ccc(Cl)cc1)Nc1cc(Cl)c(Cl)cc1Cl
→ 1.9	-0.2	1	0.3	0.5	-15	-5	-2	3
COc1ccccc1C(=O)NCc1ccc(-c2nc3ccccc3s2)cc1
→ 0.0	-1.1	18	0.9	1.1	-1	-4	1	-10
O=C(Cn1ncn2c(cc3ccccc32)c1=O)NCCC1=CCCCC1
→ 0.5	0.9	-83	-0.3	0.1	0	-3	3	-44
COc1cccc(N=Nc2c(=O)[nH]n3c(C)cc(C)nc23)c1
→ -1.7	0.6	6	0.0	2.1	2	-2	0	-23
N#CC1=C(N)Oc2cc(N)ccc2C1c1cccnc1 (configuration not stated)
→ 1.0	0.8	-21	0.9	0.4	5	0	0	32
COCCN(C(=S)Nc1ccc(OC)cc1)C1CCN(C(C)=O)CC1
→ -1.1	-0.9	-1	1.1	0.6	-11	-1	4	-7
N#CC12CCCCC1CC1CCCCC1(C#N)N2Cc1cccnc1 (configuration not stated)
→ 1.7	2.1	x	0.4	1.4	-2	-2	-1	x
COc1ccc(/C(=C/c2ccc(OC(F)F)c(OC)c2)C(=O)O)cc1OC
→ 1.4	2.9	10	0.7	0.9	-22	-1	1	28
Cc1cc(-c2nc(C)c(C(=O)NNC(=O)NC(C)C)s2)no1
→ 1.8	0.7	-7	1.2	1.2	16	1	3	-10
COc1ccccc1Nc1nc(-c2cccc([N+](=O)[O-])c2)nc2ccccc12
→ 1.1	0.9	4	0.4	0.5	-7	1	3	25
CCOC(=O)N1CCN(S(=O)(=O)c2cc([N+](=O)[O-])c(C)cc2C)CC1
→ -0.6	-0.5	-33	0.2	0.9	3	-1	6	-2
O=c1oc2c3c4c(cc2c(C(F)(F)F)c1CCN1CCOCC1)CCCN4CCC3
→ 20*	0.7	-41	10	-1.2	2	-2	4	73*
CN1C(=O)/C(=C/c2ccccc2OCc2cccc(F)c2)NC1=S
→ 0.4	0.7	4	-0.1	0.2	-2	-4	1	-2
CCCCCCC(=O)Nc1c2c(nc3ccccc13)N(C)CC2
→ -1.1	-1.2	-276	0.6	-0.2	3	1	0	-41
COc1ccc(NS(=O)(=O)c2ccc(Oc3c(C#N)cccc3C#N)cc2)cc1
→ 8.7	0.2	17	4.3	0.4	-7	41*	42*	-41
O=C(NCCN1CCOCC1)C1CCN(S(=O)(=O)N2CCCCC2)CC1
→ 1.9	-0.8	-24	1.4	0.2	14	-4	8	4
O=C(Nc1ccccc1)C1=C[C@H](c2coc3ccccc3c2=O)C[C@H](OCCCCO)O1
→ 0.4	1.5	4	0.3	0.1	-2	0	0	4
Cc1ccc(S(=O)(=O)N(C)c2ccc(OCC(=O)Nc3nc4c(ccc5ccccc54)s3)cc2)cc1
→ 0.5	-0.8	-27	0.9	-0.2	-1	-2	2	-6

# Brought forward from above: 2 compounds, followed by the next part.
# Below each SMILES – TRPN1 ag	S1P4 ag	m-calpain inh	TRPML3 agonist	PERK inh	S1P4 antagonist	Ba/F3 V617F tox	BaF3 parental	EP2 mod
O=C(Nc1ccccc1)C1=C[C@H](c2coc3ccccc3c2=O)C[C@H](OCCCCO)O1
→ 0.4	1.5	4	0.3	0.1	-2	0	0	4
Cc1ccc(S(=O)(=O)N(C)c2ccc(OCC(=O)Nc3nc4c(ccc5ccccc54)s3)cc2)cc1
→ 0.5	-0.8	-27	0.9	-0.2	-1	-2	2	-6
CCCS(=O)(=O)NCCc1cc2ccc(C)cc2[nH]c1=O
→ -0.6	0.2	-12	0.3	-0.9	-12	-1	3	9
O=C(Cn1cnc2c(nnn2-c2ccccc2)c1=O)N1CCC(Cc2ccccc2)CC1
→ 1.3	-0.6	-5	0.3	0.3	-3	-4	2	21
C=CCn1c(SC2CCOC2=O)nc2scc(C3CC3)c2c1=O (configuration not stated)
→ 0.2	0.1	-23	0.3	0.3	-20	1	7	37
O=C(NCc1cccnc1)c1ccccc1NS(=O)(=O)c1ccc(F)cc1F
→ 1.6	-0.6	-21	1.2	0.2	1	-3	-2	20
C=CCNC(=O)C(=O)NCCCN1CCOCC1
→ 0.7	0.2	-3	0.6	0.6	-9	-1	6	7
